HTR5A inv ctr – HTR5A inverse agonists in luminescence cell assay, primary screen, counter-screen for OPRM1-OPRD1 heterodimer inverse agonist project, full-deck HTS. 5-hydroxytryptamine receptor 5A (Homo sapiens), P47898. HTR5A cell line, inverse agonism. inhibition, % at 9.3 µM. 340,000 compounds, 0.083% hits. AID 504634, 2011; in the data active means inhibition mostly above about 23%, no sharp cut-off; inactive means mostly below about 18%;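 further: 0% = cells with DMSO and 100% = no-cell wells with DMSO; some compounds called inactive have numbers as strong as hits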
Target sequence (P47898 whole entry, looked up): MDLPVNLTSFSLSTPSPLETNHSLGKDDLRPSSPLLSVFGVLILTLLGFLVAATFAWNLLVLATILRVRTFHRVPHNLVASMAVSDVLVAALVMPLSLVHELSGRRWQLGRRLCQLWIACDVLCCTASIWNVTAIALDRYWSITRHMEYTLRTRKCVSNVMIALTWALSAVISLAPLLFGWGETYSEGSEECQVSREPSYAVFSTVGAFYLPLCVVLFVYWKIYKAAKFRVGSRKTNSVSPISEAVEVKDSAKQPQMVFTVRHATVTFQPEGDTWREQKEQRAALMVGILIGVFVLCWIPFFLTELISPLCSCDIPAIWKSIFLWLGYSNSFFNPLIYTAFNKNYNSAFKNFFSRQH
OPRM1-OPRD1 inv – inverse agonists of MOR-DOR heterodimerization, primary screen, cell-based, luminescence. inhibition, % at 9.3 µM. AID 504357, 2011. 340,000 compounds, 0.21% hits. Mu-type opioid receptor (Homo sapiens) + Delta-type opioid receptor (Homo sapiens), …. cell-based MOR-DOR heterodimer luminescence, inverse agonism; in the data active means inhibition above about 22%, passing the limit was not always enough;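 further: 0% = cells with DMSO and 100% = wells without cells with DMSO; values of inactives mirror those of a sister screen read the other way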
PKA-R1A act – activators of PKA-R1A holoenzyme, primary screen, biochemical, fluorescence polarization, Cy5-IP20, bovine R1A, mouse PKAc | PKA-R1A dissociation; scaled: DMSO 0%, 113 µM cGMP 100% | AID 504707, 2011 | activation, % at 11.4 µM | 340,000 compounds, 0.083% hits;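 active means percent activation above the mean of all tested compounds plus 3 SD, cut at about 19% in these data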;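 further: higher means more PKAc released from R1A so a rise in polarization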
HTR5A ag – HTR5A agonists in luminescence cell assay, primary screen, counter-screen for OPRM1-OPRD1 heterodimer agonist project, full-deck HTS; activation, % at 9.3 µM; cell-based; 340,000 compounds, 0.61% hits; 5-hydroxytryptamine receptor 5A (Homo sapiens), P47898; in the data active means activation mostly above about 9.5%, no sharp cut-off; inactive means mostly below about 7.6%;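 further: 0% = cells with vehicle only and 100% = reference agonist; strong numbers were not always called active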
Arrestin-AP2 inh – inhibitors of beta-arrestin/AP2 binding, primary screen, biochemical, GPCR trafficking, flow cytometry; 340,000 compounds, 0.31% hits; FITC-arrestin peptide / GST-AP2 beads; AP2 beta2 appendage carries R879A mutation; inhibition, % at 10 µM; beta-arrestin 1 C-terminal peptide binding to AP2 beta2-adaptin appendage (human);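 active means inhibition above a set limit, near 3 SD of compounds lacking own fluorescence, cut at about 54% in these data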;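 further: plate controls were DMSO wells for no effect and 5 µM unlabelled arrestin peptide for full effect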
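Measured by: flow cytometry, FL1 (488/535 nm); Material: AP2 appendage R879A on GSH beads; Evaluation: percent response; Timing: pre-incubation 12 min, peptide binding 1 h, room temperature; Also added: 50 nM FITC-arrestin peptide; Medium: PBS with 0.05% Tween 20 and 0.1% BSA.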
DSG3 Ab inh – inhibitors of pemphigus antibody binding to DSG3, primary screen, biochemical, bead-based, flow cytometry, scFv-GFP | 310,000 compounds, 0.48% hits | Desmoglein-3 (Homo sapiens), P32926 | binding (percent of control), % at 10 µM | DSG3-coupled beads, scFv-anti-DSG3-GFP binding; active compounds read low;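 active means binding more than 3 SD below its plate's average and above zero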;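 further: hits lower antibody fragment binding to DSG3; some compounds called inactive have numbers as strong as hits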
OPRM1-OPRD1 ag – agonists of OPRM1-OPRD1 heterodimerization, primary screen, cell-based, luminescence. 340,000 compounds, 0.3% hits. AID 504326, 2011. Mu-type opioid receptor (Homo sapiens) + Delta-type opioid receptor (Homo sapiens), …. cells. activation, % at 9.3 µM; in the data active means activation above about 18%;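 further: 0% = vehicle-treated cells and 100% = reference agonist; values of inactives mirror those of a sister screen read the other way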
PKA-R2B activ – activators of PKA-R2B holoenzyme, primary screen, biochemical, fluorescence polarization, Cy5-IP20, human; cAMP-dependent protein kinase catalytic subunit beta (Homo sapiens) + cAMP-dependent …; PKA-R2B holoenzyme dissociation; R2B truncated from residue 108, S112A mutant; 0% DMSO only, 100% 113 µM cGMP; activation, % at 11.4 µM; 340,000 compounds, 0.079% hits; AID 504700, 2011;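 active means activation above a cutoff set at the mean over all compounds plus 3 SD, cut at about 18% in these data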;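 further: higher means more holoenzyme dissociation and a rise in polarization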
Target sequence (P31323 whole entry, looked up, other chains not shown, the tested form may be a part): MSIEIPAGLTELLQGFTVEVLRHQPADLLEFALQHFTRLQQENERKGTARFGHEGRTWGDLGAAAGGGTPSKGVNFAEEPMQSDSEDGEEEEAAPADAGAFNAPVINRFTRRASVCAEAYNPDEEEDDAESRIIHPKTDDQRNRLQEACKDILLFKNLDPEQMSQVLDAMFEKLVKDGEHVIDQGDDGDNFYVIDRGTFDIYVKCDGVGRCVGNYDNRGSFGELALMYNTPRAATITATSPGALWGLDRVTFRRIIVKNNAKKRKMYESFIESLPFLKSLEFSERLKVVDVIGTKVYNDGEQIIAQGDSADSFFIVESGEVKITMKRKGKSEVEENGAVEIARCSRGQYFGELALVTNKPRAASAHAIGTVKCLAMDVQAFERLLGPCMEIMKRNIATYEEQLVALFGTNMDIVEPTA
DAGLB inh – DAGLB lipase inhibitors, primary screen, biochemical, fluorescence, HTS; 340,000 compounds, 0.059% hits; Diacylglycerol lipase-beta (Homo sapiens), Q8NCG7; AID 504411, 2011; inhibition, % at 5.17 µM; HEK293T DAGLB membrane lysate, EnzChek fluorogenic substrate; in the data active means inhibition above about 34%;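 further: 0% = enzyme with vehicle and 100% = wells lacking enzyme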
V-ATPase pH – regulators of yeast V-ATPase proton pumping, primary screen, pHLuorin cytosolic pH fluorescence. AID 504577, 2011. 350,000 compounds, 0.37% hits. response, % at 10 µM. S. cerevisiae; in the data active means response mostly above about 7.3%, no sharp cut-off; inactive means mostly below about 5.4%; further: actives read high; inactives centre near 0; some compounds called inactive have numbers as strong as hits; reference of the scale not given here
Starred values were filed as active, the others as inactive. Outcome played no part in choosing rows; overall some 2.4% were active at least once.

Cc1ccc([C@H]2N[C@]3(CCCN(Cc4ccc(Cl)cc4)C3=O)[C@H]3C(=O)N(Cc4ccccc4)C(=O)[C@@H]23)cc1 was read as PKA-R1A act 0.6, DSG3 Ab inh 99.7, PKA-R2B activ 1.9, DAGLB inh -4.3 and V-ATPase pH -1.8.
`CCOC(=O)c1c(-c2ccccc2)csc1NC(=O)/C(C#N)=C/c1ccc(O)c(OC)c1` gave HTR5A inv ctr 6.8, OPRM1-OPRD1 inv 8.9, PKA-R1A act 1.5, HTR5A ag -2.4, Arrestin-AP2 inh -0.7, OPRM1-OPRD1 ag -1.7, PKA-R2B activ -5.9, DAGLB inh -32.3 and V-ATPase pH 0.4.
Cc1noc(C)c1S(=O)(=O)Nc1ccc2c(c1)C(=O)N([C@H](C)CO)C[C@H](C)[C@@H](CN(C)Cc1ccc(C(=O)O)cc1)O2 was read as HTR5A inv ctr 9.3, OPRM1-OPRD1 inv -11.2, PKA-R1A act 7.1, HTR5A ag -2.8, Arrestin-AP2 inh 60.1*, DSG3 Ab inh 94.4, OPRM1-OPRD1 ag 2.0, PKA-R2B activ -4.7, DAGLB inh -0.3 and V-ATPase pH -5.2.
COc1ccc(CN2CCN(CC=C(C)C)C(CCO)C2)cc1Cn1cccn1 (configuration not stated) was read as HTR5A inv ctr -4.8, OPRM1-OPRD1 inv 9.8, PKA-R1A act 17.6, HTR5A ag -0.6, Arrestin-AP2 inh 11.4, DSG3 Ab inh 93.9, OPRM1-OPRD1 ag -2.1, PKA-R2B activ -7.3, DAGLB inh -0.9 and V-ATPase pH 4.0.
Cc1ccc2cccc(OC(=O)c3ccc4c(c3)OCCO4)c2n1 was read as HTR5A inv ctr -19.4, OPRM1-OPRD1 inv 11.6, PKA-R1A act -11.4, HTR5A ag 1.2, Arrestin-AP2 inh 1.7, OPRM1-OPRD1 ag -2.2, PKA-R2B activ 6.7, DAGLB inh -1.2 and V-ATPase pH 3.7.
Screening O=C(OCC(=O)N1CCCC1)c1cnc(Cl)c(Cl)c1 returned HTR5A inv ctr -12.9, OPRM1-OPRD1 inv 11.2, PKA-R1A act -0.1, HTR5A ag 3.6, Arrestin-AP2 inh 0.7, DSG3 Ab inh 87.0, OPRM1-OPRD1 ag -2.1, PKA-R2B activ 11.4, DAGLB inh -0.1 and V-ATPase pH 7.1.
Nc1nc(Cl)cc(NCCc2ccc(O)cc2)n1 was read as HTR5A inv ctr -4.5, OPRM1-OPRD1 inv -18.5, PKA-R1A act -2.9, HTR5A ag 1.7, Arrestin-AP2 inh 0.2, DSG3 Ab inh 97.4, OPRM1-OPRD1 ag 2.6, PKA-R2B activ -12.7, DAGLB inh -0.4 and V-ATPase pH 1.6.
`CCC(CC)C(=O)Nc1cccc(C(=O)N2CCCCCC2)c1` gave HTR5A inv ctr -3.6, OPRM1-OPRD1 inv 8.3, PKA-R1A act 7.0, HTR5A ag -4.8, Arrestin-AP2 inh -0.1, DSG3 Ab inh 107.9, OPRM1-OPRD1 ag -1.4, PKA-R2B activ -0.3, DAGLB inh -0.7 and V-ATPase pH -3.4.
c1ccc(-c2ccc(-c3nc(-c4ccncc4)no3)cc2)cc1 was read as HTR5A inv ctr 6.1, OPRM1-OPRD1 inv 12.1, PKA-R1A act -5.1, HTR5A ag 14.2, Arrestin-AP2 inh -5.1, DSG3 Ab inh 118.8, OPRM1-OPRD1 ag -2.0, PKA-R2B activ 2.5, DAGLB inh -2.3 and V-ATPase pH 2.6.
CC(C)C[C@@H](C(=O)O)N(Cc1cccc(CN([C@@H](CC(C)C)C(=O)O)S(C)(=O)=O)c1)S(C)(=O)=O was read as HTR5A inv ctr 0.6, OPRM1-OPRD1 inv 6.1, PKA-R1A act -3.0, HTR5A ag 2.5, Arrestin-AP2 inh -5.4, DSG3 Ab inh 105.5, OPRM1-OPRD1 ag -1.1, PKA-R2B activ -6.4, DAGLB inh 0.4 and V-ATPase pH 4.2.
Cc1c(NC(=O)c2ccc(F)cc2)c(=O)n(-c2ccccc2)n1C was read as HTR5A inv ctr 6.1, OPRM1-OPRD1 inv 10.5, PKA-R1A act -6.4, HTR5A ag -2.1, Arrestin-AP2 inh 4.6, DSG3 Ab inh 101.8, OPRM1-OPRD1 ag -1.8, PKA-R2B activ 1.4, DAGLB inh 4.5 and V-ATPase pH 5.4.
COc1ccccc1N1CCN(/N=C/C=C\c2ccco2)CC1 was read as HTR5A inv ctr 2.6, OPRM1-OPRD1 inv 14.3, PKA-R1A act 2.3, HTR5A ag -1.0, Arrestin-AP2 inh -6.7, DSG3 Ab inh 94.0, OPRM1-OPRD1 ag -2.9, PKA-R2B activ -1.4, DAGLB inh -0.3 and V-ATPase pH 2.8.
O=C(NCCC1=CCCCC1)C1CCN(c2nnc(-n3cccc3)s2)CC1 was read as HTR5A inv ctr 0.1, OPRM1-OPRD1 inv 9.9, PKA-R1A act -5.2, HTR5A ag 0.0, Arrestin-AP2 inh -9.0, DSG3 Ab inh 104.5, OPRM1-OPRD1 ag -1.7, PKA-R2B activ -2.8, DAGLB inh -1.3 and V-ATPase pH -3.3.
Screening COc1ccc(NC(=O)CCN2CCN(c3ccccc3F)CC2)c(OC)c1 returned HTR5A inv ctr -7.0, OPRM1-OPRD1 inv 18.2, PKA-R1A act -1.4, HTR5A ag -0.9, Arrestin-AP2 inh -10.1, DSG3 Ab inh 98.6, OPRM1-OPRD1 ag -3.6, PKA-R2B activ -7.7, DAGLB inh -2.8 and V-ATPase pH 3.9.
For O=C(O)c1ccc(Sc2nnnn2-c2ccccc2)c([N+](=O)[O-])c1 the results were HTR5A inv ctr 11.3, OPRM1-OPRD1 inv 9.2, PKA-R1A act -3.9, HTR5A ag 0.5, Arrestin-AP2 inh 1.6, DSG3 Ab inh 101.1, OPRM1-OPRD1 ag -1.6, PKA-R2B activ -0.8, DAGLB inh -0.3 and V-ATPase pH -1.7.
`COc1ccc(CN2CC[C@H]3C=CCc4cccc(c43)C2)cc1` gave HTR5A inv ctr 2.5, OPRM1-OPRD1 inv -31.3, PKA-R1A act 3.1, HTR5A ag -1.0, Arrestin-AP2 inh -8.1, DSG3 Ab inh 107.4, OPRM1-OPRD1 ag 5.7, PKA-R2B activ -3.2, DAGLB inh -8.6 and V-ATPase pH 3.9.
`CN(C)CCNC(=O)C(=O)NCC1OCCN1S(=O)(=O)c1cc(F)ccc1F` (configuration not stated) gave HTR5A inv ctr 0.9, OPRM1-OPRD1 inv 14.1, PKA-R1A act -6.4, HTR5A ag -1.8, Arrestin-AP2 inh -15.2, DSG3 Ab inh 107.7, OPRM1-OPRD1 ag -2.6, PKA-R2B activ -4.5, DAGLB inh -0.7 and V-ATPase pH 5.5.
Screening COc1cccc(NC(=O)Nc2ccncc2)c1 returned HTR5A inv ctr -11.0, OPRM1-OPRD1 inv 3.6, PKA-R1A act 3.3, HTR5A ag 0.0, Arrestin-AP2 inh 4.4, DSG3 Ab inh 106.2, OPRM1-OPRD1 ag -0.8, PKA-R2B activ 2.6, DAGLB inh 1.8 and V-ATPase pH 0.5.
For CCOc1ccc2ccccc2c1C(=O)N1CCN(c2ccccc2)CC1 the results were HTR5A inv ctr -7.6, OPRM1-OPRD1 inv 11.1, PKA-R1A act -17.9, HTR5A ag -3.0, Arrestin-AP2 inh 6.1, DSG3 Ab inh 99.8, OPRM1-OPRD1 ag -2.0, PKA-R2B activ -1.4, DAGLB inh 0.3 and V-ATPase pH -0.8.
Screening O=C(NCc1ccccc1)c1ccc(NC(=O)C2CCCCC2)cc1 returned HTR5A inv ctr 16.7, OPRM1-OPRD1 inv -24.1, PKA-R1A act -2.1, HTR5A ag -4.8, Arrestin-AP2 inh -11.2, DSG3 Ab inh 100.5, OPRM1-OPRD1 ag 5.2, PKA-R2B activ -7.0, DAGLB inh 0.9 and V-ATPase pH -4.8.
Screening Cc1ccc(C)c(C(=O)OCC(=O)Nc2cccc(S(=O)(=O)N3CCCCC3)c2)c1 returned HTR5A inv ctr -15.4, OPRM1-OPRD1 inv -10.6, PKA-R1A act -12.6, HTR5A ag 4.2, Arrestin-AP2 inh -0.9, DSG3 Ab inh 98.3, OPRM1-OPRD1 ag 2.0, PKA-R2B activ -10.2, DAGLB inh -8.6 and V-ATPase pH 0.4.
CN(/N=C/c1ccc2c(c1)OCO2)c1nc(N2CCOCC2)nc(N2CCOCC2)n1 was read as HTR5A inv ctr 19.6, OPRM1-OPRD1 inv -5.8, PKA-R1A act 3.3, HTR5A ag 7.9, Arrestin-AP2 inh 16.9, DSG3 Ab inh 99.6, OPRM1-OPRD1 ag 1.2, PKA-R2B activ -7.3, DAGLB inh -0.8 and V-ATPase pH -3.0.
Screening O=C(NCC1(c2ccccc2)CCCC1)c1ccc(Br)cc1 returned HTR5A inv ctr -9.9, OPRM1-OPRD1 inv -1.8, PKA-R1A act -4.8, HTR5A ag -1.8, Arrestin-AP2 inh 10.0, DSG3 Ab inh 110.6, OPRM1-OPRD1 ag 0.3, PKA-R2B activ -7.2, DAGLB inh -5.1 and V-ATPase pH -1.2.
For CC(NC(=O)c1ccncc1)c1ccc(Cl)cc1Cl (configuration not stated) the results were HTR5A inv ctr -18.1, OPRM1-OPRD1 inv 11.8, PKA-R1A act 0.8, HTR5A ag 5.1, Arrestin-AP2 inh 2.8, DSG3 Ab inh 128.2, OPRM1-OPRD1 ag -2.5, PKA-R2B activ -6.8, DAGLB inh -2.2 and V-ATPase pH -1.6.
Cc1ccc(CN2CCCNC2=O)cc1 was read as HTR5A inv ctr -17.9, OPRM1-OPRD1 inv 7.1, PKA-R1A act 2.3, HTR5A ag -0.6, Arrestin-AP2 inh -1.8, DSG3 Ab inh 93.5, OPRM1-OPRD1 ag -1.4, PKA-R2B activ 11.7, DAGLB inh -0.9 and V-ATPase pH -4.5.
Screening Cc1cc(C)cc(OCC(=O)OCC(=O)Nc2c(C)n(C)n(-c3ccccc3)c2=O)c1 returned HTR5A inv ctr -32.1, OPRM1-OPRD1 inv 1.7, PKA-R1A act -7.4, HTR5A ag -2.1, Arrestin-AP2 inh -1.1, DSG3 Ab inh 122.8, OPRM1-OPRD1 ag -0.3, PKA-R2B activ -3.2, DAGLB inh 0.8 and V-ATPase pH -7.2.

Screens deposited in PubChem BioAssay by several laboratories.
